GPR151 ag: activates the human receptor GPR151; actives 1% (n = 650,000); AID 1508602; PathHunter beta-arrestin GPR151 cells, luminescence; activation, % at 11.2 µM; Q8TDV0; in the data active = activation above about 4.9%;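 also: 0% = median of compound wells and 100% = cells with positive control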
TEAD-YAP inh: TEAD-YAP interaction inhibition; actives 1.4% (n = 640,000); AID 1259422; inhibition, % at 9.12 µM; HEK-TIYL cells, TEAD-Gal4/YAP UAS-luciferase luminescence; in the data active = inhibition above about 32%;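 also: 0% = median of test compound wells and 100% = reference inhibitor wells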
FBW7 act: activators of human E3 ligase FBW7 | AID 1259310 | normalized activity (activation), % at 26.1 µM | actives 0.13% (n = 650,000) | AlphaScreen FBW7–phospho-cyclin E peptide binding, activator screen | Q969H0; in the data active = normalized activity above about 1.9%;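 also: purified mutant Fbw7 with reduced substrate affinity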
Target sequence (Q969H0 whole entry, looked up): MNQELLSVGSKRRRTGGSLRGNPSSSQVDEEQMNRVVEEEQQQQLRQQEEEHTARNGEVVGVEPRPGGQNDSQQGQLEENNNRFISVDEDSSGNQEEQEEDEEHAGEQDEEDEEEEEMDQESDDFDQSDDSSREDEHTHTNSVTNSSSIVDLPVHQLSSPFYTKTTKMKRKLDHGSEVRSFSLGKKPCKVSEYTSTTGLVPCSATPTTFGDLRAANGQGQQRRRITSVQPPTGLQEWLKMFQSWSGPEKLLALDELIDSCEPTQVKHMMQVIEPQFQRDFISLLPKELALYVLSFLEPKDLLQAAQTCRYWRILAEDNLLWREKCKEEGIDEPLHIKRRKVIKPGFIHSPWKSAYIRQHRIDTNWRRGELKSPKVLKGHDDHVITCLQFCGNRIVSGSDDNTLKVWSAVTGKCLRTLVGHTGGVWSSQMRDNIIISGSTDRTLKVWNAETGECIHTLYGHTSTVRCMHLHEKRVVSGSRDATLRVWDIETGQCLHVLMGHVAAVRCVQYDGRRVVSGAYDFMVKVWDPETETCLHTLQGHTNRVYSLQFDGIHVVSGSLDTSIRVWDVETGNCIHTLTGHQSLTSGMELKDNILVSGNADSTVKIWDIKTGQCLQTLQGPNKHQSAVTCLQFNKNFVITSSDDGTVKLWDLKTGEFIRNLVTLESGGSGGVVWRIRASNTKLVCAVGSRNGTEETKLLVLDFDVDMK
MITF inh: blocks human microphthalmia-associated transcription factor; O75030; AlphaScreen MITF homodimerization, bead proximity signal; inhibition, % at 2.6 µM; actives 0.91% (n = 650,000); in the data active = inhibition above about 50%;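 also: 0% = vehicle wells with protein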
An asterisk follows results filed as active; & = joins results of further samples. This is a random part of the collection; 3.4% or so of the library scored in one or more.

Molecule	TEAD-YAP inh	MITF inh	GPR151 ag	FBW7 act
CS(=O)(=O)N1N=C(c2ccccc2)CC1c1cc2cc3c(cc2nc1Cl)OCCO3 (stereo unspecified)	6.7	10.0	0.4	-0.1
N[C@@H](Cc1ccc(-c2cn[nH]c2)cc1)C(=O)N(CCO)Cc1ccccc1	2.3	18.0	-1.6	0.2
COc1ccc(C2C(C(=O)NC3CCCCC3)c3ccccc3C(=O)N2C2CCCCC2)cc1 (stereo unspecified)	-3.4	-7.3	-1.2	-0.5
O=C(CNCc1cccnc1)Nc1ccc2c(c1)OCO2	0.0	58.6*	-0.1	0.0
CC(C)(C)c1[nH]nc2c1C(c1ccc([N+](=O)[O-])o1)C(C#N)=C(N)O2 (stereo unspecified)	9.8	-1.2	1.0	0.2
C=CCNC(=O)/C(=C/c1ccccc1)c1ccccc1	10.2	16.4	-1.5	0.6
CCCCOc1ccc(C(=O)NNC(=O)CNC(=O)c2ccc(C(C)(C)C)cc2)cc1	4.0	12.9	2.1	0.3
Cc1c(NC(=O)c2ccccc2)c(=O)n(-c2ccccc2)n1C	6.2	17.5	-0.7	0.0
O=C(Nc1ccon1)c1cc(-c2ccncc2)nc2ccc(Cl)cc12	-1.7	16.4	-0.9	0.1
COC(=O)c1ccc(OCC2c3cc(OC)c(OC)cc3CCN2C(=O)c2ccc(C)c(C)c2)cc1 (stereo unspecified)	-8.3	5.8	0.8	0.0
COc1ccc(NC(=O)C(C)Oc2ccc(Cl)cc2Cl)c(OC)c1 (stereo unspecified)	-9.5	4.2	-0.3	-0.1
O=C(Nc1ccccc1Cl)Nc1ccnn1C1CCN(Cc2ccc(F)cc2)CC1	13.0	13.1	0.4	0.0
Cc1c(NC(=O)Nc2cccc(Cl)c2)n(C)c(=O)n1-c1ccccc1	9.2	-8.3	1.4	0.3
O=C(c1ccccc1)c1cccn1CC(=O)N1CCCC1	-0.1	7.0	0.5	0.2
Cc1cc(=O)oc2cc(OCC(=O)NCc3ccc(Cl)cc3)ccc12	-3.1	-5.4	0.1	0.0
CCC(CC)CN1CCc2c(C(=O)OC)c(OCC3CCCCO3)cc(=O)n2CC1 (stereo unspecified)	-8.4	6.4	2.8	0.0
CS(=O)(=O)N(CC(=O)Nc1ccc(Cl)c(C(F)(F)F)c1)c1ccccc1F	16.9	-0.4	-1.3	0.1
CN(Cc1ccc(-n2cccn2)cc1)C(=O)c1cc(Cc2ccc(F)cc2)no1	-6.6	-12.8	1.7	-0.3
Nc1c(C(=O)Nc2ccccc2)sc(=S)n1-c1ccc(Cl)cc1	-3.2	17.6	-0.1	0.1
Cc1nc2ccccc2c(=O)n1-c1ccc(F)c(NS(=O)(=O)c2cc(Cl)ccc2Cl)c1	9.3	-5.3	1.1	0.0
CC1=NN(c2ccccc2)C(=O)/C1=C\c1c(O)n(-c2ccccc2)c(=O)[nH]c1=O	-3.3	2.0	1.5	-0.5
O=C(OCc1ccc([N+](=O)[O-])cc1)c1ccc(F)cc1	6.0	14.5	1.2	-0.2
CCN1CCN(C(=O)c2ccc(N3CCC(N4CCCC(C(N)=O)C4)CC3)cc2)CC1 (stereo unspecified)	-1.7	-4.0	-1.1	0.5
O=C1c2cc(S(=O)(=O)O)ccc2C(=O)c2c(Cl)cccc21	14.7	11.5	-4.0	0.3
CCOc1ccc(C(=O)Nc2ccccc2Cl)cc1[N+](=O)[O-]	-16.8	-2.8	1.6	0.1
Cc1nnc2n(-c3ccccc3)c(=O)c3ccccc3n12	-10.6	10.4	-0.4	0.0
O=C(COC(=O)c1ccccc1N1C(=O)C2C3C=CC(C4CC34)C2C1=O)c1ccccc1 (stereo unspecified)	13.3	0.3	1.3	0.1
O=C(CN1Cc2ccccc2OC(c2ccccc2F)C1)NCCc1ccccn1 (stereo unspecified)	4.6	15.4	4.1	-0.1
Cc1ccc(CSc2nc3cc(C(=O)N4CCC(C(N)=O)CC4)ccc3c(=O)n2C2CCCCC2)cc1	0.2	-3.8	1.6	-0.1
Cc1c(C(=O)Nc2cccc(C(F)(F)F)c2)sc2ncnc(N(C)c3ccccc3)c12	1.2	12.9	0.1	0.0
CCNC(=S)N/N=C/c1ccc2ncccc2c1	-38.6	9.2	-1.2	0.1
CCn1c(C)cn2c3c(=O)n(CCC(C)C)c(=O)n(C)c3nc12	2.8	13.1	-0.4	0.0
COc1ccc(-n2cnnc2SCC(=O)N2CCc3ccccc32)cc1	-2.3	-10.6	0.7	-0.2
Cc1sc(NC(=O)CNc2ccccc2)nc1-c1ccc2c(c1)CCN2C(=O)C(C)C	-2.9	16.7	-0.1	0.8
COc1ccc(Cl)cc1C(=O)Oc1coc(CSc2nccn2C)cc1=O	-3.8	14.2	3.3	-0.1
CC[C@@H]1NC(=O)[C@@H]2C[C@H](NC(=O)c3cccs3)CN2C1=O	15.8	4.7	0.1	-0.3
Cc1ccc(C)c(Nc2cnn(C34C[C@@H]5C[C@@H](CC(C(=O)O)(C5)C3)C4)c(=O)c2Cl)c1	-12.1	1.8	-0.1	1.0
Fc1ccc(CN2CCOCC2)cc1F	-5.3	23.7	0.1	-0.3
CCn1nnnc1SCC(=O)N1CCCc2ccccc21	3.2	-1.3	0.9	-0.1
O=C1CSC(=NC(=O)c2cccc([N+](=O)[O-])c2)N1	-7.1	-1.2	-1.6	-0.2
CN1/C(=C\C(=O)Cn2cc(S(=O)(=O)N3CCCC3)ccc2=O)C(C)(C)c2ccccc21	5.5	0.3	-1.6	-0.1
Cc1cc(N2CCN(c3ncccn3)CC2)nc2ccc(NC(=O)c3ccc(Br)o3)cc12	7.4	4.1	1.8	-0.1
COc1ccc2[nH]c3c(=S)nc[nH]c3c2c1	-30.5	-1.2	-1.3	0.2
COc1ccccc1C(=O)Nc1cccc(N2CCC(NCc3ccco3)CC2)c1	-3.4	16.0	-0.3	0.2
CC[C@@]12C=C(C)n3c4c(c5ccccc53)CCN(CCC1)C42 (stereo partly specified)	-14.5	2.9	-0.4	0.1
CCc1ccccc1NC(=O)CCCN1C(=O)COc2ccc(C)cc21	-0.4	9.7	1.5	0.2
O=C(Cn1cc(S(=O)(=O)c2ccccc2)c(=O)c2ccccc21)Nc1ccccc1	-0.9	-1.2	1.1	-0.1
O=C(c1cc([N+](=O)[O-])cc([N+](=O)[O-])c1)n1nnc2ccccc21	7.3	10.8	-0.8	1.1

Shown field by field: 2 of the compounds above.
COc1ccc(Cl)cc1C(=O)Oc1coc(CSc2nccn2C)cc1=O
  TEAD-YAP inh: -3.8
  MITF inh: 14.2
  GPR151 ag: 3.3
  FBW7 act: -0.1
C=CCNC(=O)/C(=C/c1ccccc1)c1ccccc1
  TEAD-YAP inh: 10.2
  MITF inh: 16.4
  GPR151 ag: -1.5
  FBW7 act: 0.6

The results go on.
Molecule	TEAD-YAP inh	MITF inh	GPR151 ag	FBW7 act
CCn1c(C)cc(/C=C2\SC(=Nc3ccc(N4CCOCC4)cc3)N(C)C2=O)c1C	2.7	14.9	1.5	-0.3
COc1cc2nc(COc3cccc([N+](=O)[O-])c3)oc(=O)c2cc1OC	-9.4	-11.3	1.1	-0.3
CCOC(=O)C1CCCN(CCC(C)c2ccccc2)C1 (stereo unspecified)	0.7	33.8	8.1*	-0.1
CCn1c(SCC(=O)N2CC(=O)Nc3ccccc32)nnc1-c1ccoc1C	2.4	-16.5	0.3	0.2
CCCC12CN3CC(CCC)(CN(C1)C3c1c[nH]c3ccccc13)C2=O (stereo unspecified)	15.2	6.4	-0.5	0.0
CC(=O)Nc1ccc(NS(=O)(=O)c2cccc3cccnc23)cc1	0.0	-22.2	-0.8	0.0
CC(N)C12CC3CC(CC(C3)C1)C2 (stereo unspecified)	-8.1	0.9&-14.1&7.0	3.1&-0.1&-1.9	1.1&0.3&0.0
Cc1ccc(C(=O)NC2CC2)c(F)c1F	3.9	13.0	-1.2	0.7
COc1ccc(NC(=O)N2CCN(c3nc(-c4ccc(Cl)cc4)cs3)CC2)cc1	-1.2	-5.2	1.2	-0.4
O=C(CSc1n[nH]c(Cc2ccccc2)n1)Nc1ccccc1	5.5	0.4	-0.5	-0.3
O=C(NCC1CCN(C2CCCC2)C1)c1cnn2ccccc12 (stereo unspecified)	-1.7	2.7	0.1	0.1
NC(=O)c1ccccc1Nc1nc(Nc2ccc(N3CCOCC3)c(F)c2F)ncc1Cl	25.2	3.3	-0.2	0.2

Structures above with a furan ring, fused or not (four):
Molecule	TEAD-YAP inh	MITF inh	GPR151 ag	FBW7 act
CC(C)(C)c1[nH]nc2c1C(c1ccc([N+](=O)[O-])o1)C(C#N)=C(N)O2 (stereo unspecified)	9.8	-1.2	1.0	0.2
Cc1cc(N2CCN(c3ncccn3)CC2)nc2ccc(NC(=O)c3ccc(Br)o3)cc12	7.4	4.1	1.8	-0.1
COc1ccccc1C(=O)Nc1cccc(N2CCC(NCc3ccco3)CC2)c1	-3.4	16.0	-0.3	0.2
CCn1c(SCC(=O)N2CC(=O)Nc3ccccc32)nnc1-c1ccoc1C	2.4	-16.5	0.3	0.2

Carrying on.
Molecule	TEAD-YAP inh	MITF inh	GPR151 ag	FBW7 act
Cc1ccc(Nc2ccc([N+](=O)[O-])cc2[N+](=O)[O-])c(O)c1	15.9	22.0	0.3	0.0
CCOC(=O)c1sc(NC(=O)CSc2nnc(CNC(=O)Cc3ccc(OC)cc3)n2C)c(C(=O)OCC)c1C	3.5	2.7	0.1	-0.1
COc1ccc(-c2nc(C(N)=O)c3[nH]c(=O)n(-c4ccccc4OC)c3n2)cc1OC	32.2*	19.2	1.4	-0.1
Cc1cccc(CN2CCN(CC(=O)NCc3cccnc3)C2=O)c1	-19.8	-13.8	-1.0	-0.1
Cc1ccc(-n2c(C)c3c(C)nnc(C)c3c2C)cc1	0.8	9.6	0.1	0.1
Cc1cc(=O)oc2cc(OCC(=O)c3cc(C)n(C)c3C)ccc12	-6.5	5.8	0.3	-0.2
CC1CCc2sc(NC(=O)c3cc([N+](=O)[O-])ccc3Cl)c(C(N)=O)c2C1 (stereo unspecified)	-11.4	-3.4	0.5	-0.2
CCc1nnc(C2CCN(S(=O)(=O)CC)CC2)s1	4.1	2.1	2.6	0.5
CCOc1ccccc1Nc1nnc(SCC(=O)Nc2ccc(F)c(F)c2F)s1	-6.5	15.7	-4.1	0.0
O=C(NCc1nc(-c2ccccc2)cs1)NC1(c2ccccc2)CC1	5.9	13.0	0.6	0.1
CC1(C)S[C@@H]2[C@H](NC(=O)[C@H](C(=O)O)c3cccs3)C(=O)N2[C@H]1C(=O)O	-2.9	-16.9	0.9	0.1
CCCCc1nnc(NC(=O)C2CCCO2)s1 (stereo unspecified)	-16.4	1.9	0.4	-0.1
CCc1ccc(CN2CCN(Cc3cc(OC)c(OC)c(OC)c3)CC2)cc1	2.4	58.5*	-0.2	-0.2
Cc1ccc(Cl)cc1Nc1nnc(-c2ccc(N3CCCCCC3)c([N+](=O)[O-])c2)s1	-6.2	-3.9	0.2	0.0
CN(C1CCCCC1)S(=O)(=O)c1ccc(NC(=O)CCC(=O)O)cc1	-1.5	-4.8	-0.8	-0.1
COC(=O)C1=C(N)N(c2ccc(Cl)c(Cl)c2)C(=O)C1	2.9	2.5	3.3	0.0
O=C(O)CCN1C(=O)C(=O)/C(=C(\O)c2ccc(Cl)cc2)C1c1ccc(F)cc1 (stereo unspecified)	5.0	-11.1	-0.3	-0.1
CCOc1cc(-c2nnc3[nH]c(=O)n(C)c(=O)c3n2)ccc1OC(C)C	-27.6	1.4	-9.4	-0.3
CC(C)N(Cc1ccccc1)C(=O)c1ccc(C(=O)N(Cc2ccccc2)C(C)C)cc1	-1.4	-1.7	0.5	0.0
CCOC(=O)N/N=C(\C)c1ccc(C(C)(C)C)cc1	-13.2	0.9	-0.1	-0.1
O=C(O)COc1ccc(NC(=O)COc2ccc(Br)cc2)cc1	9.2	-15.0	-0.2	0.1
CCc1ccc(NC(=O)c2ccc(F)c(S(=O)(=O)NCc3ccc(C)cc3)c2)cc1	-3.8	-6.1	1.6	0.0
CC(=O)c1[nH]c(C)c(C(=O)Nc2cc(Cl)ccc2C)c1C	-1.1	16.6	0.1	0.0
COCCNC(=O)c1nn(-c2ccc(OC)c(Cl)c2)c(=O)c2c1c1ccccc1n2C	16.0	2.4	-0.2	0.0
C=CCNC(=O)c1ccc(C(=O)NCC=C)cc1	1.6	-5.8	-0.7	-0.1
O=c1oc2c(Cl)cc(Cl)cc2cc1-c1nnc(Nc2ccccc2)s1	4.0	-2.1	1.3	-0.1
COCCN(C(=O)c1cccs1)C(C(=O)NC1CCCCC1)c1ccc(F)cc1 (stereo unspecified)	-3.4	3.2	-0.9	0.0
CCCCCC(=O)Nc1ccc(Cl)cn1	-19.2	-1.2	2.6	0.0
Cc1cc(C)n(-c2ncnc3sc4c(c23)CCCCC4)n1	0.0	6.6	-0.7	0.7
O=C(Nc1ccc(N2CCOCC2)cc1)C1CCN(c2ccc(Nc3ccccc3)nn2)CC1	0.8	16.6	0.1	-0.2
COc1cc(C2NC(C(=O)O)CS2)cc(Br)c1OCc1ccccc1 (stereo unspecified)	-6.1	9.5	-0.8	-0.1
C/C(=N\NC(=O)c1nnn(-c2nonc2N)c1C)c1ccc(-c2ccccc2)cc1	0.7	16.6	0.4	0.0

Screening data: PubChem BioAssay, The Scripps Research Institute Molecular Screening Center
